FBW7 activator = human FBW7 E3 ligase activation, primary screen | AlphaScreen FBW7–phospho-cyclin E peptide binding, activator screen | normalized activity (activation), % at 26.1 µM | actives 0.13% (n = 650,000) | AID 1259310; in the data active = normalized activity above about 1.9%;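 also: purified mutant Fbw7 with reduced substrate affinity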
GPR151 activ = activates the human receptor GPR151. Q8TDV0. PathHunter beta-arrestin GPR151 cells, luminescence. activation, % at 11.2 µM. actives 1% (n = 650,000). AID 1508602; in the data active = activation above about 4.9%;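 also: 0% = median of compound wells and 100% = cells with positive control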
Target sequence (Q8TDV0 whole entry, looked up): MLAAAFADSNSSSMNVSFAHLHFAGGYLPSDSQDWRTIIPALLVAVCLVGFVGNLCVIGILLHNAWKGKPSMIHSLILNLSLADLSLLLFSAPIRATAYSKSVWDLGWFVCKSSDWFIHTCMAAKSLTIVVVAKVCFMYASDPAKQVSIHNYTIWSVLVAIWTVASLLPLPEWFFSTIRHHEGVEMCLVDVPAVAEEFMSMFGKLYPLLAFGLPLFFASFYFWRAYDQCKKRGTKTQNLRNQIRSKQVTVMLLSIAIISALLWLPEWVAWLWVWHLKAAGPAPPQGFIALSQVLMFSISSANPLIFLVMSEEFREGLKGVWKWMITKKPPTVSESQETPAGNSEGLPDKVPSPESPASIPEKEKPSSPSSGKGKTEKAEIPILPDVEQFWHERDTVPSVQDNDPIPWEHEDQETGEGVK
TEAD-YAP block = TEAD-YAP interaction inhibition; HEK-TIYL cells, TEAD-Gal4/YAP UAS-luciferase luminescence; inhibition, % at 9.12 µM; actives 1.4% (n = 640,000); AID 1259422; in the data active = inhibition above about 32%;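 also: 0% = median of test compound wells and 100% = reference inhibitor wells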
MITF inh = human MITF inhibition, primary screen; inhibition, % at 2.6 µM; AlphaScreen MITF homodimerization, bead proximity signal; AID 1259374; actives 0.91% (n = 650,000); in the data active = inhibition above about 50%;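 also: 0% = vehicle wells with protein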
Target sequence (O75030 whole entry, looked up): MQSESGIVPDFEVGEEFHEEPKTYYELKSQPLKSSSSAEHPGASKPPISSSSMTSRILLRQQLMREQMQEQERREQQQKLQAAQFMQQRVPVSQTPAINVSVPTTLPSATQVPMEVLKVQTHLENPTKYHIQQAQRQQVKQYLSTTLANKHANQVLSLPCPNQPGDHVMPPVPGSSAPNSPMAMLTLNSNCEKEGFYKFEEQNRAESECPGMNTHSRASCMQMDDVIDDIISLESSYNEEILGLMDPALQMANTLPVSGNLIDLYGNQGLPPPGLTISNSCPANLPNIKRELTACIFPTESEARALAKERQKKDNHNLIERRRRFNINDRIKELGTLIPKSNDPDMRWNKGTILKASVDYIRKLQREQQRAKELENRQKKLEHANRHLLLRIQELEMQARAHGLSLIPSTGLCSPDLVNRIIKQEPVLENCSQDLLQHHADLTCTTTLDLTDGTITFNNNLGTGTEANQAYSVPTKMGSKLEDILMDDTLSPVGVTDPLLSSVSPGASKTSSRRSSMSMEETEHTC
The depositor's hits bear a star; / = no result given; & = joins results of further samples.

SMILES	FBW7 activator	GPR151 activ	TEAD-YAP block	MITF inh
Cc1cccc(-n2c(O)c(C=Nc3ccc(Br)cn3)c(=O)[nH]c2=O)c1	0.0	-0.8	-1	-2
O=C1Nc2ccc(Br)cc2/C1=C\c1nc2ccc(I)cc2c(=O)n1-c1ccccc1	0.0	3.5	-15	1
Cc1ccccc1Cc1c(C(=O)NC2CC2)c(=O)cc(C)n1Cc1ccncc1	-0.2	1.0	-1	3
O=c1c(-c2ccc(Cl)cc2)coc2c(CN3CCCCC3)c(O)ccc12	1.2	-1.4	-11	21
O=C(CN1CCOCC1)c1ccc(O)cc1	0.0	-0.8	-4	14
CC(=O)c1ccc(N2Cc3ccccc3C2=N)cc1	-0.1	0.7	-44	-8
Cc1ccccc1CN1CC2CC(C1)c1cccc(=O)n1C2 (stereo unspecified)	0.1	-0.4	5	6
CN1CN(Cc2ccccc2)CN/C1=N/[N+](=O)[O-]	-0.1	-0.4	-2	-3
CC1(C)CC(NCCc2c[nH]c3ccccc23)CC(C)(C)N1	0.0	0.4	-3	-5
CC(=O)Nc1cc(CNC(C)Cc2cccc(C(F)(F)F)c2)cc(C(=O)N2CCCC2)c1 (stereo unspecified)	0.2	-0.2	3	3
COc1ccc(CN2CCN(CCO)CC2)c(OC)c1OC	0.1	-0.1	2	-8
CCCCn1c(=O)c(C(=O)Nc2ccc(OCCC)cc2)c(O)c2ccccc21	0.0	-0.2	-3	-7
c1ccc(CCNCc2ccncc2)cc1	0.1	0.1	-4	10
COc1ccccc1-n1c(/C=C/c2c[nH]c3ccccc23)nc2ccccc2c1=O	0.0	-0.7	25	8
C=CCOC(=O)C1C2NC(=S)N(CCCOC)C1(C)Oc1c(OCC)cccc12 (stereo unspecified)	-0.1	3.7	-5	7
O=c1c2ccccc2nc(/C=C/c2ccccc2)n1-c1ccc(O)cc1	0.0	-1.0	10	5
c1ccc(CN2CCN(C3CCCCC3)CC2)cc1	-0.4	-0.5	4	75*
OC(CNc1ccccc1)Cn1c2ccc(Br)cc2c2cc(Br)ccc21 (stereo unspecified)	-0.1	0.2	-4	17
O=c1[nH]c(=O)n(-c2cccc(Cl)c2)c(O)c1/C=N/c1ccccn1	0.1	-0.9	9	9
Cc1ccc2[nH]c(C)c(CCNCc3cccs3)c2c1	-0.1	0.0	9	14

Following part.
SMILES	FBW7 activator	GPR151 activ	TEAD-YAP block	MITF inh
O=C1CC[C@@]2(O)[C@H]3Cc4ccc(O)c5c4[C@@]2(CCN3CC2CC2)[C@H]1O5	0.1	1.4	/	3
Cc1ccccc1-n1c(CSc2ncccn2)nc2ccccc2c1=O	0.5	-1.0	-3	17
CN(C)C(=Nc1ccc(I)cc1)P(=O)(N(C)C)N(C)C	0.1	0.9	2	-5
Cc1c(P(=S)(N2CCOCC2)N2CCOCC2)cc(C#N)n1C	0.2	3.4	2	2
CC(C)OC(=O)Nc1ccc(N/C(N)=N/[N+](=O)[O-])cc1	0.7	0.4	10	11
O=C(CN1CC(c2ccccc2)CC1=O)NCCC1=CCCCC1 (stereo unspecified)	0.1	-1.1	0	4
COc1ccc(O)c(CN2CCN(c3ccccc3OC)CC2)c1	0.1	0.3	-8	17
Oc1ccc(Cl)cc1	0.2	-0.5	-8	8
CNC(=O)O/N=C(/c1nonc1N)N1CCOCC1	0.3	2.2	-7	-12
O=C1N[C@H](CO)C(=O)N2CCN(CC3CC3)C[C@H]12	-0.1	-0.5	3	14
COCc1c(C(=O)NCc2cccnc2)c(=O)cc(C)n1CC1CCCCC1	-0.1	-1.0	-5	8
CC[n+]1c(-c2ccccc2)c2cc(N)ccc2c2ccc(N)cc21	-0.1	-4.7	1	37
CC(C)CCn1c(=O)c(C(=O)Nc2nc3ccc(Cl)cc3s2)c(O)c2ccccc21	0.0	-0.5	-3	-14
COc1ccc(C=C(C#N)C#N)c2ccccc12	0.0	0.5	17	-9
O=c1[nH]c(=S)[nH]c(O)c1Cc1ccccc1	-0.1	1.3	1	-14
COc1cccc(CN2CCNCC2)c1OC	-0.4	-1.4	1	-5
CSc1ccc(/C=C2\C(O)C3CCN2CC3)cc1 (stereo unspecified)	0.0	3.4	-3	4
Cc1ccc2c(c1)C1CN(C)CCC1N2C(=O)/C=C/c1ccccc1 (stereo unspecified)	-0.2	-0.3	-2	-5
O=[N+]([O-])c1ccc(Nc2ccccc2)cc1	-0.1	0.5	-8	-9
O=C1/C(=C\c2cccc(Cl)c2Cl)N2CCC1CC2	0.0	1.1	0	5

Next structures.
SMILES	FBW7 activator	GPR151 activ	TEAD-YAP block	MITF inh
Cc1ccc(C2=CCN(CC(=O)Nc3nc4c(s3)CCCC4)CC2)o1	0.4	-0.4	6	16
COc1ccc(/C=C2\C(=O)C3CCN2CC3)cc1OC	0.1	-1.0	10	-1
Cc1[nH]c2c(C(C)C)cccc2c1CCN	-0.3	2.5	91*	46
O=C(COc1ccc(Br)cc1)N1CCN(CC2CC=CCC2)CC1 (stereo unspecified)	0.7	9.7*	-1	16
Cc1ccc(Nc2cnn(C34CC5CC(CC(C5)C3C(=O)O)C4)c(=O)c2Cl)c(C)c1 (stereo unspecified)	0.3	0.7	2	6
CCOC(=O)CSC1c2ccccc2Nc2c1cnc(Cl)c2C#N (stereo unspecified)	-0.5	-1.0	-23	9
CC(C)c1cccc(C(C)C)c1OP(=O)(O)O (tested in a mixture with another compound)	0.1	2.9	8	10
N#Cc1ccc(NC(=O)COC(=O)CC2CCCCC2)cc1Cl	0.2	-0.8	8	10
ClCCNc1nc2ccc(Cl)cc2[nH]1	0.2	0.2	-37	2
C[C@@H]1CC[C@H]2[C@@H](C)C(=O)O[C@@H]3O[C@@]4(C)CC[C@@H]1[C@]32OO4	-0.1&0.2&1.4	-2.2&-1.3&2.5	18&7	14&-4&10
COc1ccc(Br)cc1/C=C1\C(=O)NC(=O)N(c2ccc(C)cc2)C1=O	0.1	1.5	8	18
Nc1cc(C(=O)Nc2ccc(F)c(F)c2)ccc1N1CC2CC(C1)c1cccc(=O)n1C2 (stereo unspecified)	0.0	0.9	9	-9
O=C1/C(=C\c2cccc(F)c2)N2CCC1CC2	0.2	-0.9	12	-14
N#CCCn1cc(C(=O)O)c(-c2cccc(Br)c2)n1	0.2	1.0	4	8
COc1ccc2[nH]c(C)c(CCNCCC3=C(C)CCCC3(C)C)c2c1	-0.3	0.3	9	31
Cc1ccc(-n2c(=O)[nH]c3ccc(Br)cc3c2=O)cc1	0.1	0.0	16	16
O=c1c2ccccc2nc(/C=C\c2ccccc2F)n1-c1ccc(F)cc1F	1.1	-1.7	-5	12
COc1cccc(CN2CCN(c3ccc(F)cc3)CC2)c1	0.0	0.3	8	43
CCc1cc2c(s1)-n1c(C)nnc1CN=C2c1ccccc1Cl	-0.1	-1.2	1	4
O=C(c1ccccc1)c1cc(Br)ccc1NC(=O)c1cccc2ccccc12	0.0	1.6	8	-14

Next part:
SMILES	FBW7 activator	GPR151 activ	TEAD-YAP block	MITF inh
Cc1cc(C)cc(N2C(=O)NC(=O)/C(=C\C=C\c3ccco3)C2=O)c1	0.0	-0.7	-11	-7
CCN1C(=S)NC2c3cc(Br)cc(OC)c3OC1(C)C2C(=O)OC (stereo unspecified)	-0.2	1.4	-2	28
CC1N=C(c2ccccc2)c2cc(Br)ccc2NC1=O (stereo unspecified)	-0.1	-0.3	-13	3
COC(=O)C12C3CCCC1C32c1ccccc1 (stereo unspecified)	0.1	-0.6	9	9
Cc1nc2ccc(Cl)cc2c(=O)n1-c1ccccc1Cl	0.1	-1.4	1	6
C=CCNc1nc(Cl)nc(N2CC3CC(C2)c2cccc(=O)n2C3)n1 (stereo unspecified)	0.0	0.1	0	5
O=C(Nc1ccc(C(F)(F)F)cc1)OC1CN2CCC1CC2 (stereo unspecified)	0.5	-0.6	-29	10
Cc1nnc(SCc2nc3ccccc3c(=O)n2-c2ccccc2Cl)n1N	-0.4	0.1	13	-5
O=C(CCCN1CCC2(CC1)C(=O)NCN2c1ccccc1)c1ccc(F)cc1	0.1&0.0&-0.2&-0.1	2.0&1.8&1.0&-1.7	-4&8	0&-8&17&15
N=C1c2ccccc2CN1c1ccc(F)c([N+](=O)[O-])c1	0.2	-0.5	-6	14
O=c1c2ccccc2nc(/C=C\c2ccccc2F)n1-c1ccc(I)cc1	0.1	0.9	1	12
CC(C)=CCCC1=CC(=O)c2c(O)ccc(O)c2C1=O	-0.2	-0.5	-6	-6
COc1cc(CCN)ccc1O	0.0	-0.9	-3	-14
O=c1c2cc(I)ccc2nc(/C=C/c2ccccc2O)n1-c1ccccc1	0.0	0.3	-3	2
CCC(C)N1CCN(C(=O)COc2ccc(C)cc2)CC1 (stereo unspecified)	0.1	-1.2	8	54*
O=NN1CC2CC(C1)c1cccc(=O)n1C2 (stereo unspecified)	-0.3	-0.2	2	-9
COc1ccc(-n2c(/C=C/c3ccc(Br)cc3)nc3ccccc3c2=O)cc1	0.2	0.5	-5	-5
O=c1c2ccccc2nc(/C=C/c2cccnc2)n1-c1ccc(F)c(Cl)c1	0.2	1.2	8	6
C[C@H](N)Cn1nc(-c2cccs2)oc1=O	-0.1	0.2	-6	6
CC(Cc1c[nH]c2ccccc12)NCC(O)COc1ccc([N+](=O)[O-])cc1 (stereo unspecified)	-0.1	-0.5	14	3

Following part
SMILES	FBW7 activator	GPR151 activ	TEAD-YAP block	MITF inh
C[C@@H]1Cc2c(cnc3c2CN(C)CC3)CO1	0.2	-1.1	/	-2
Nc1c([N+](=O)[O-])c2no[n+]([O-])c2c2no[n+]([O-])c12	-1.4	1.6	-16	29
O=C(N1CCN(C(=O)P(N2CC2)N2CC2)CC1)P(N1CC1)N1CC1	-0.2	0.9	2	5
COc1cccc(CN2CCN(CC(C)(C)C)CC2CCO)c1 (stereo unspecified)	0.2	-1.9	5	16
O=C(Cn1ncc2ccccc21)N1CCC2(CC1)OCCO2	0.0	-0.3	2	4
Cc1c(C#N)c2nc3c(c(-c4ccc(Br)cc4)c2n1-c1ccc(Br)cc1)CCC3	0.1	1.1	1	3
COc1ccc(OC)c(CN2CCN(CC(C)C)C(CCO)C2)c1 (stereo unspecified)	-0.2	1.0	-5	-18
COc1cccc(C2(NC(=O)c3cnn(C(C)C)c3)CCCC2)c1	-0.1	0.5	0	5
COC(=O)C1=C(N)OC2=C(C(=O)CCC2)C12C(=O)Nc1ccccc12 (stereo unspecified)	0.1	0.6	1	16
COc1ccc(Cl)cc1C(=O)C1CCCN(Cc2ncc[nH]2)C1 (stereo unspecified)	0.2	-0.9	3	8
Cc1nn(C)c(C)c1P(=S)(N(C)C)N(C)C	-0.1	0.0	0	8
CC(N)Cc1cn(Cc2ccccc2)c2ccccc12 (stereo unspecified)	-0.2	0.0	22	8
Cc1ccccc1OCC(=O)N1CCN(C)CC1	0.0	0.2	0	13
O=c1cccc2n1CC1CC2CN(c2ncnc3c2cnn3-c2ccccc2)C1 (stereo unspecified)	0.2	-0.7	-9	11
CC(C)Cc1ccc(C(C)C2=NCCN2)cc1 (stereo unspecified)	0.1	-0.9	0	5
CCCCC1N2CC3(C)CN1CC(C)(C2)C3=O (stereo unspecified)	0.0	-1.7	0	9
CCOC(=O)c1c(C)n(Cc2ccccc2)c2c1cc(O)c1c2c(-c2ccccc2)nn1-c1ccccc1	0.2	-0.7	-6	13

Arranged by formula weight (low to high): part of the list above.
SMILES	FBW7 activator	GPR151 activ	TEAD-YAP block	MITF inh
Nc1c([N+](=O)[O-])c2no[n+]([O-])c2c2no[n+]([O-])c12	-1.4	1.6	-16	29
Cc1nn(C)c(C)c1P(=S)(N(C)C)N(C)C	-0.1	0.0	0	8
COc1cccc(CN2CCN(CC(C)(C)C)CC2CCO)c1 (stereo unspecified)	0.2	-1.9	5	16
COC(=O)C1=C(N)OC2=C(C(=O)CCC2)C12C(=O)Nc1ccccc12 (stereo unspecified)	0.1	0.6	1	16
CCOC(=O)c1c(C)n(Cc2ccccc2)c2c1cc(O)c1c2c(-c2ccccc2)nn1-c1ccccc1	0.2	-0.7	-6	13
Cc1c(C#N)c2nc3c(c(-c4ccc(Br)cc4)c2n1-c1ccc(Br)cc1)CCC3	0.1	1.1	1	3

This is a subset; the hit share may differ from the screen's.
